# High-throughput results deposited in PubChem BioAssay by several laboratories.
# PLCg1 inh: inhibitors of human phospholipase C gamma1; purified PLC-gamma1, fluorogenic substrate, fluorescence; inhibition, % at 12.2 µM; actives 0.84% (n = 370,000); in the data active means inhibition above about 9.5%
# UHRF1 MBD2 ctr: UHRF1 methyl-DNA binding inhibition; actives 0.75% (n = 370,000); Q96T88; UHRF1 binding to methylated oligo, TR-FRET; inhibition, % at 4.4 µM; in the data active means inhibition above about 21%;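 further: UHRF1 SRA domain binding a hemimethylated CpG hairpin DNA probe; 0% = median of test compound wells and 100% = reference inhibitor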
# Target sequence (Q96T88 whole entry, looked up, the tested form may be a part): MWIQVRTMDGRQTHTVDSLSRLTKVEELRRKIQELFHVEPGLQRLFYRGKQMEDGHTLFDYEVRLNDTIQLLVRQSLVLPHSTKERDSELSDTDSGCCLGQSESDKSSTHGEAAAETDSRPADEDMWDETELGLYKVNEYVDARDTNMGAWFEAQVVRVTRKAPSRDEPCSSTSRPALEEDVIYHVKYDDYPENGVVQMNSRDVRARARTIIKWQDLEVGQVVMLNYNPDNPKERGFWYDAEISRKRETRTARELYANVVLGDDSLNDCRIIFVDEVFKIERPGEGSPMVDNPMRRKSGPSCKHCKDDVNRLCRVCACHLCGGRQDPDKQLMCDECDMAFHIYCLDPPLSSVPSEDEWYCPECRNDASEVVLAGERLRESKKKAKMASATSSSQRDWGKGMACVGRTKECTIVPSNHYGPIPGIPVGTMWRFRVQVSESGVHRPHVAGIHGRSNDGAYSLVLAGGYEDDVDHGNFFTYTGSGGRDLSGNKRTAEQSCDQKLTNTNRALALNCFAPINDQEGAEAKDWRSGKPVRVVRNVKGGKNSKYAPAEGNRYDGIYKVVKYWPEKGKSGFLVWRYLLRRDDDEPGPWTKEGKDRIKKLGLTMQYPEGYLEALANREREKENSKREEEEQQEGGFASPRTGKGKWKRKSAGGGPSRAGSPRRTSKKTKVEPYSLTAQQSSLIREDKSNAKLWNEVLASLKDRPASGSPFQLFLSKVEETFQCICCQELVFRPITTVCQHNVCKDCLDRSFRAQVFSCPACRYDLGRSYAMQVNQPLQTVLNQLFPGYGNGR
# ARFGAP1 inh: rat ARFGAP1 inhibition | Q62848 | Arfgap1-stimulated ARF1 GTP hydrolysis, GDP FP detection | inhibition, % at 16.5 µM | actives 0.26% (n = 360,000);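 active means inhibition above a per-plate limit, mean inhibition of low control wells plus 3 SD, cut at about 25% in these data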;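 further: 0% = DMSO wells with enzyme and 100% = wells lacking Arfgap1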
# Target sequence (Q62848 1-136 limits assumed): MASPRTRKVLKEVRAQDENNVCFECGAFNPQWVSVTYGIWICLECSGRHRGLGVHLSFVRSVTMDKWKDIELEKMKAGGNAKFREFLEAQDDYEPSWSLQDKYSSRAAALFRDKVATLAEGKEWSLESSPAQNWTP
#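 system = rat Arfgap1 catalytic domain, aa 1-136 | technique = FP, GDP Alexa 633 tracer displaced from anti-GDP antibody, 620/688 nm | compound = one concentration, 16.5 µM, DMSO 1.26% | medium = HEPES-based buffer, pH 7.5 | timing = compound-enzyme preincubation 20 min, reaction 120 min, detection 60 min, 25 °C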
# PLCb3 inh: inhibitors of human phospholipase C beta3; Q01970; Purified PLC-beta3, fluorogenic substrate, fluorescence; inhibition, % at 12.2 µM; actives 0.18% (n = 370,000); AID 720704; in the data active means inhibition above about 11%;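 further: 0% = median of compound wells on plate and 100% = full blocker control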
# Tn6 DDE FP: disrupts Tn6 cyclic peptide binding to fibrin D-Dimer-E complex; P02675; inhibition, % at 8.3 µM; actives 0.21% (n = 370,000); AID 720509; Fibrin DD(E) TRITC-Tn6 fluorescence polarization displacement;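 active means inhibition above a per-campaign cutoff: mean of compounds within control limits plus 3 SD, cut at about 15% in these data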;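 further: 0% = median of all compound wells on the plate and 100% = blocking peptide control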
# ASAP1 GAP inh: ASAP1 ArfGAP inhibition; actives 0.19% (n = 360,000); inhibition, % at 16.5 µM; ASAP1-stimulated ARF1 GTP hydrolysis, GDP FP detection; in the data active means inhibition above about 25%;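 further: 0% = vehicle with enzyme and substrate and 100% = no enzyme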
# NR1D1 modulator: modulators of human Rev-erb alpha DNA binding; P20393; Rev-erbα–FITC-DNA binding, fluorescence polarization, 90 min; activity, % at 10 µM; actives 0.79% (n = 370,000);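 active means activity above about 14%, limit read from the data; passing the limit was not always enough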;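 further: 0% = DMSO wells with 35 nM protein and 100% = DMSO wells with 750 nM protein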
# Tn7 DDE FP: disrupts Tn7 cyclic peptide binding to fibrin D-Dimer-E complex. FP displacement of FITC-Tn7 peptide from fibrin DD(E); 0% = median of compound wells per plate. inhibition, % at 8.3 µM. actives 0.13% (n = 370,000);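 active means inhibition above the mean of compounds falling within the control limits plus 3 SD of them, cut at about 14% in these data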;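 further: 0% = plate median of compound wells and 100% = 10 µM Aha-Tn7 peptide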
#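 Assay system: Human clot-derived fibrin DD(E) complex | Buffer or medium: Tris/NaCl/CaCl2 buffer, pH 7.8 | Repeats: One replicate per compound | Benchmarks: Aha-Tn7 high control | Measure: % inhibition scaled between sample-field median and high-control FP | Schedule: 10 min plus 3 h, room temperature | Signal: Fluorescence polarization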
# KLK7 zymogen act: activates the human kallikrein-7 zymogen; P49862; AID 652039; purified proKLK7, EDANS-DABCYL substrate fluorescence; 100% is mature enzyme control, 0% vehicle; activation, % at 7 µM; actives 0.9% (n = 370,000);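 active means activation above the mean of all tested compounds plus 3 SD, computed per campaign excluding outliers beyond control limits, cut at about 13% in these data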
# HGIII-sPLA2 inh: Blocks human group III sPLA2 activity; QFRET BODIPY PC-A2 liposome hydrolysis, fluorescence; actives 0.56% (n = 370,000); inhibition, % at 12.2 µM;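 active means inhibition above mean plus 3 SD of compounds lying within the high and low control bounds, cut at about 19% in these data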;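 further: 0% = median of test compound wells and 100% = no enzyme DMSO wells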
# Starred values were filed as active, the others as inactive; x = no result given. Not a hit list, and some 4.5% of all compounds hit somewhere here.
SMILES,PLCg1 inh,UHRF1 MBD2 ctr,ARFGAP1 inh,PLCb3 inh,Tn6 DDE FP,ASAP1 GAP inh,NR1D1 modulator,Tn7 DDE FP,KLK7 zymogen act,HGIII-sPLA2 inh
COC(=O)CCC1NC(=O)C(Cc2c[nH]c3ccccc23)NC(=O)C2CC(=O)OC(C)C(NC(=O)C(C)NC(=O)C3CCCN3C(=O)C3CCCN3C(=O)C(C)NC(C)=O)C(=O)NC(CC(C)C)C(=O)NC(CCCCNC(=O)CCC(C(=O)NC(Cc3ccc(O)cc3)C(=O)O)NC1=O)C(=O)NC(Cc1c[nH]c3ccccc13)C(=O)N1CCCC1C(=O)NC(CO)C(=O)N2 (stereo not given),-3,-1,x,-5,6,x,1,0,0.3,-5
Cc1ccc(C)c(NC(=O)CCC(=O)NNC(=O)c2cccc([N+](=O)[O-])c2)c1,-1,-1,-1,2,1,-3,-3,2,0.3,-6
COc1ccccc1C(=O)Oc1ccc2c(c1)O/C(=C\c1ccncc1)C2=O,-330,-16,4,-388,-10,2,-1,3,15*,-27
Cc1ccc2c(c1)c(N=Nc1cccc(C(=O)O)c1)c(O)n2C,13*,4,0,1,2,-11,-1,1,-0.6,13
O=C1C(=O)N(CNc2ccccn2)c2ccccc21,-1,-1,5,2,-2,2,x,-4,-0.7,3
COC(=O)/C(=C\c1c(OC)cc(OC)cc1OC)C(=O)c1ccc2c(c1)OCO2,1,-1,3,0,2,-7,5,-3,0.7,1
O=C1NC[C@H](CCCCN2C[C@H](Cc3ccccc3)N(CC3CCCCC3)C(=O)C2=O)N(CC2CCCCC2)C1=O,3,4,10,0,0,8,-1,-3,0.7,4
COc1cc(OC)cc(C(=O)NCCSCc2ccc(Cl)cc2)c1,-2,0,0,-5,4,21,-2,2,0.2,-3
COc1ccc(OC)c(NC(=O)CSc2nc3scc(C)c3c(=O)[nH]2)c1,-1,2,-11,-11,-1,7,-4,4,0.2,-24
COc1ccc(S(=O)(=O)c2ccccc2)cc1NC(=O)c1c(F)cccc1F,4,2,6,-2,6,3,3,4,0.7,-3
COc1cc(C)c(-c2cc(C(=O)O)c(C)o2)cc1C(C)C,-1,5,-9,-1,-1,5,4,-4,-0.3,-16
CCCCOC(=O)CSc1nc(N)c(C#N)c(-c2ccc(OCC)cc2)c1C#N,-1,0,-1,-2,4,-3,49*,8,0.9,5
CCN(CC)C(=O)Cn1cc(C(=O)C(=O)N2CCN(Cc3ccccc3)CC2)c2ccccc21,1,-2,2,-4,3,-8,2,5,-0.1,-1
O=C(CSc1n[nH]c(=O)n1Cc1ccco1)Nc1ccccc1Cl,1,3,-2,-7,1,3,-2,-2,-0.4,14
Cn1c(=O)c2c(nc(Cl)n2CC(=O)NC2(C#N)CCCCC2)n(C)c1=O,6,5,5,-1,-3,17,1,5,0.0,-25
CSc1ccccc1NC(=O)CN(C)C(=O)CNC(=O)c1ccc(Oc2ccccc2)cc1,2,2,23,-1,-7,0,8,2,0.2,-6
COC(=O)CN(c1cccc(C)c1)S(=O)(=O)c1ccccc1,5,0,-4,-8,-1,-3,1,4,0.6,4
CCOC(=O)N1CCN(C(=O)Nc2ccc(NC(=O)N3CCN(C(=O)OCC)CC3)cc2)CC1,-2,-4,-5,-2,7,-10,0,-2,0.9,-2
COc1ccc2nc(Nc3nc(CSc4nc5ccccc5[nH]4)cc(=O)[nH]3)nc(C)c2c1,0,-2,14,4,4,3,-3,-14,0.2,-4
O=C(CCN1C(=O)/C(=C\c2ccc(F)cc2)SC1=S)Nc1ccccc1,-1,-2,7,-6,2,3,0,-3,-0.1,1
CC1COc2ccccc2N1C(=O)c1ccc(Cl)cc1 (stereo not given),0,-1,-13,-2,-5,-7,3,3,-0.1,-3
FC(F)(F)COc1nc(N2CCOCC2)nc(N(c2ccccc2)c2ccccc2)n1,13*,-1,-10,-32,5,3,6,-8,-0.2,-1
CCCCc1nc2cc(C(=O)N3CCC[C@H]3CO)ccc2o1,-2,-1,5,-9,-1,-6,-4,3,-0.3,2
COc1ccc(Cl)cc1C(=O)OCC(=O)NC1CCCC(C)C1C (stereo not given),1,-1,2,-5,4,-3,3,2,0.1,-2
CC(=O)Nc1ccc(-n2c(C)ccc2C)cc1,-5,-1,-9,-17,6,4,5,5,1.6,-2
Cc1nn(CC(=O)Nc2ccc(Cl)cn2)c(C)c1Br,5,6,3,-2,0,-4,0,6,-0.4,20*
Cc1nn(C(=O)CCC(=O)NCc2ccccc2Cl)c2ccccc12,5,0,11,-3,3,-5,2,0,0.8,0
Nc1nc(SCC(=O)Nc2ccccc2Sc2ccc(Cl)cc2)n[nH]1,1,5,6,2,-9,4,-2,-3,-0.2,-9
CCc1nnc(NS(=O)(=O)c2ccc(NC(=O)c3cccc([N+](=O)[O-])c3)cc2)s1,1,1,-4,-9,2,-6,-4,5,0.0,-32
COc1cc2c(c(OC)c1OC)-c1ccc(SC)c(=O)cc1C(NC(=O)C(F)(F)F)CC2 (stereo not given),-2,-1,1,-2,-7,-6,1,-2,0.0,3
O=C(CSc1nnc2ccccn12)NNC(=O)c1ccc(F)cc1,-2,-4,-3,-1,3,-12,-8,-3,-0.3,4
Cc1cc(Cl)ccc1N=c1ssnc1Cl,3,6,4,4,-2,-1,6,-2,0.2,6
CC(=O)c1ccc(-c2ccc(C(=O)NCC(c3ccc(F)cc3)N3CCOCC3)o2)cc1 (stereo not given),-146,0,17,-148,-10,15,-6,2,4.3,-8
O=C(c1cccc(OC2CCN(Cc3cccc(OCCO)c3)CC2)c1)N1CCCC1,-1,2,9,-5,2,2,-1,-1,0.2,-1
O=C(CSc1nnc2c(n1)[nH]c1ccccc12)NCc1ccco1,-3,-3,9,-53,-5,-1,-5,-2,0.3,-1
CN1C(=O)N(S(=O)(=O)c2ccc(F)c(F)c2F)C(=O)C1(C)C,3,-1,-2,1,5,-11,-6,-5,0.2,7
CCOc1ccc(CCNC(=O)c2cn(C)c3ccc(S(=O)(=O)N4CCOCC4)cc3c2=O)cc1OCC,3,2,3,-7,-1,5,1,0,0.7,0
Cc1ccccc1C(=O)N1CCCN(C(=O)c2ccccc2C)CC1,9,3,-3,4,-10,-2,2,3,-0.4,4
CCCNC(=O)C1CCN(c2ccc(S(=O)(=O)N3CCOCC3)cc2Cl)CC1,-1,0,0,0,-2,-4,-7,1,0.3,-2
CC(=O)N1CCN(C(=O)CSc2ncnc3sc(C)c(C)c23)CC1,-3,0,7,0,-4,-1,-1,5,-0.3,-1
O=c1c(C(c2ccc(Cl)cc2)c2c(O)nc3n(c2=O)CCCS3)c(O)nc2n1CCCS2,-1,0,-3,-7,-8,-1,-1,-9,0.7,4
COc1ccc(C2c3c(-c4ccccc4)n[nH]c3C(=O)N2c2ccc(C(=O)O)cc2)cc1 (stereo not given),11*,1,-12,6,-2,7,2,0,-0.3,-16
COc1ccc(S(=O)(=O)NC2CC2)cc1Cl,7,5,-6,5,-3,9,-3,5,-0.3,9
CSc1cccc(NC(=O)CN(c2cccc(C)c2)S(C)(=O)=O)c1,11*,0,3,1,-10,6,-4,-3,-0.8,-21
O=C(CCSc1nc(-c2ccco2)cc(C(F)(F)F)n1)N1CCN(c2ccccc2)CC1,-1,-2,13,-3,0,-7,0,-3,0.9,-1
CCN(CC(=O)Nc1ccc(OC)cc1)C(=O)c1ccc(N2C(=O)CCC2=O)cc1,4,1,-8,0,-7,2,7,-6,-0.7,9
Cc1ccc(-n2c(C)cc(-c3csc(N)n3)c2C)cc1,-24,0,13,-23,-1,-6,-1,0,-1.0,4
Cc1cccc(OCC(=O)NCCCNC(=O)c2ccccn2)c1,5,3,13,-1,3,-10,3,2,0.3,5
O=C(COc1ccc(S(=O)(=O)N2CCCC2)cc1Cl)N1CCN(c2ccccc2)CC1,4,4,-3,-1,3,-9,-4,8,0.1,-1
CCOc1ccc(C2=Nn3c(nnc3-c3ccccc3OC)SC2)cc1,2,-2,12,-2,3,3,1,3,0.9,-29
CN(Cc1cccs1)C(=O)/C=C/c1ccccc1[N+](=O)[O-],2,-3,9,-4,-2,11,-4,-8,-0.1,1
CCOC(=O)N1CCC(NC(=O)c2ccc3c(c2)sc2nc(-c4ccccc4)cn23)CC1,-78,-5,6,-114,2,7,63*,-3,-16,-7
COc1cc2c(cc1OC)CN(CC(=O)Nc1ccc(F)cc1F)CC2,-12,0,6,-23,2,5,-3,2,1.2,2
CN(C(=O)COC(=O)CSc1ccc([N+](=O)[O-])cc1)C1CCS(=O)(=O)C1 (stereo not given),4,5,5,-9,4,9,1,2,0.2,4
CCOc1nc(C)cc(C)c1S(=O)(=O)c1ccc(Cl)cc1,3,25*,8,2,-4,4,1,-3,0.6,0
CN1CCN(c2ccc(NC(=O)c3sc4ccccc4c3Cl)cc2)CC1,-5,-2,1,-15,2,6,9,8,-3.6,-4
COC(=O)CNC(=O)C1Cc2ccccc2CN1S(=O)(=O)c1ccc(F)cc1 (stereo not given),9.6*,2,-4,-1,5,-11,0,-6,-0.4,10
COc1ccc(S(=O)(=O)CCC(=O)N2CC(=O)N(CCc3ccccc3)C(=O)C2)cc1,1,0,2,0,6,-8,-5,-2,-0.4,-8
O=C1Cc2cc(S(=O)(=O)N3CCNCC3)ccc2N1,1,-4,17,-6,0,9,-3,-7,-0.5,5
O=C(c1cc(S(=O)(=O)N2CCN(c3ccccc3)CC2)ccc1Cl)N1CCCCCCC1,2,-5,-9,-7,-4,-9,0,13,0.1,-4

# (listing goes on)
SMILES,PLCg1 inh,UHRF1 MBD2 ctr,ARFGAP1 inh,PLCb3 inh,Tn6 DDE FP,ASAP1 GAP inh,NR1D1 modulator,Tn7 DDE FP,KLK7 zymogen act,HGIII-sPLA2 inh
CC(C)(C)OC(=O)C[C@@H]1C/C=C\C[C@H](CC(=O)N(CCO)Cc2ccccc2)C(=O)N[C@@H](c2ccccc2)COC1=O,-1,-2,-2,4,4,-4,0,5,0.7,-10
CC(Oc1ccccc1F)C(=O)NC1CCS(=O)(=O)C1 (stereo not given),-1,0,-10,-5,6,-1,-3,-5,0.2,-10
Cc1cc(C)cc(NC(=S)N2C3CCCC2CC(NC(=O)C2CC2)C3)c1 (stereo not given),0,-3,-3,-7,-2,-3,-1,4,-0.4,5
COc1cc(OC)cc(C(=O)N[C@H](C(=O)OCC(=O)Nc2cccnc2Cl)C(C)C)c1,2,0,-2,-3,12,-2,2,1,0.0,2
